ZTA counter – blocks Epstein-Barr virus ZTA, an EBNA-1 counter-screen; P03206; 320,000 compounds, 0.15% hits; inhibition, % at 11 µM; ZTA-DNA binding, fluorescence polarization; in the data active = inhibition above about 33%
proCasp7 act – activates human procaspase-7, counter-screen for procaspase-3 activators | recombinant procaspase-7, Ac-DEVD-pNA absorbance 405 nm; D23A/D198A/D206A triple mutant, cannot self-cleave; scale: DMSO 0, 5 µM enzyme 100 | activation, % at 8.5 µM | 330,000 compounds, 0.093% hits | AID 463210;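 active = percent activation above the screen-wide mean plus 3 SD, cut at about 25% in these data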
Target sequence (P55210 whole entry D23A/D198A/D206A): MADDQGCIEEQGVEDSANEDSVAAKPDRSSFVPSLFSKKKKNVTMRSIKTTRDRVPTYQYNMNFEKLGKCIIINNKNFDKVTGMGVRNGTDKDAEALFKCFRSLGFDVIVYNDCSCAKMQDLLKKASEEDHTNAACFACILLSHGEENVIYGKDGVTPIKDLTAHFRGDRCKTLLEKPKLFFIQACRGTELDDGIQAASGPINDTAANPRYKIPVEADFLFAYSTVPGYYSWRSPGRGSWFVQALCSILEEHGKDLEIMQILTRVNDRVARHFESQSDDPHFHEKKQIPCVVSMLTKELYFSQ
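System: Uncleavable procaspase-7 mutant enzyme; Amount: 2 µM procaspase-7 mutant as dispensed; Schedule: 1 h compound preincubation, 2 h substrate cleavage, 25 °C; Measured by: 405 nm absorbance of p-nitroaniline; Evaluation: percent activation from buffer-corrected 0–120 min absorbance change; Control set: low DMSO alone, high DMSO plus 5 µM PC-7.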
MEP2-GFP yeast – yeast TOR pathway MEP2-GFP modulation | S. cerevisiae MEP2-GFP strain, flow cytometry GFP, 3 h; 100% = DMSO control level | GFP response vs DMSO, % at 10 µM | 330,000 compounds, 0.51% hits;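 active = GFP response versus DMSO above a set limit, roughly screen mean plus 3 SD, cut at about 180% in these data; inconclusive = fewer than 70 cells counted for a yeast strain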;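 also: median GFP fluorescence of the barcode-gated MEP2-GFP cells per well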
RPL19A-GFP yeast – modulators of TOR pathway RPL19A-GFP in S. cerevisiae; S. cerevisiae RPL19A-GFP strain, flow cytometry, 3 h; active compounds read low; 330,000 compounds, 0.3% hits; percent response vs DMSO, % at 10 µM;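 active = percent response vs DMSO below 50%; inconclusive = fewer than 70 events counted for the yeast strain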;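 also: median channel GFP fluorescence of the barcoded RPL19A-GFP strain; ratio of sample median GFP to plate DMSO average so 100% = DMSO; lower means less RPL19A-GFP as with rapamycin TOR inhibition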
EBNA-1 inh – blocks EBNA-1 binding to DNA. 300,000 compounds, 0.34% hits. inhibition, % at 14.8 µM. EBNA-1 DNA binding, fluorescence polarization; in the data active = inhibition above about 28%
LAP4-GFP MLPCN – yeast TOR pathway LAP4-GFP modulation; S. cerevisiae LAP4-GFP multiplex, flow cytometry GFP, 3 h; median GFP as percent of DMSO wells; GFP response vs DMSO, % at 10 µM; 320,000 compounds, 0.34% hits; AID 2023;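 active = GFP response vs DMSO above a set limit, about the screen mean plus 3 SD, cut at about 150% in these data; inconclusive = under 70 cell events counted for the yeast strain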
proCasp3 act – activators of human procaspase-3; P42574; recombinant procaspase-3 D3A, Ac-DEVD-pNA absorbance 405 nm; activation, % at 8.5 µM; 330,000 compounds, 0.11% hits; AID 463141;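 active = activation above the mean of all tested compounds plus 3 SD, cut at about 21% in these data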;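 also: 0% = DMSO alone and 100% = DMSO wells spiked with extra 5 µM PC-3 D3A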
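assay system = Procaspase-3 D3A mutant | signal = absorbance at 405 nm, 0 and 120 min | times = 1 h preincubation plus 2 h reaction at 25 °C | repeats = single replicate | read-out = % activation between DMSO and enzyme-spiked controls | medium = Zinc-free HEPES saline buffer with Triton X-100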
AHR activator – activates the human aryl hydrocarbon receptor; AHR-responsive luciferase reporter cells, luminescence; P35869; activation, % at 5 µM; AID 2796; 320,000 compounds, 2.5% hits; in the data active = activation above about 47%;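 also: 0% = vehicle wells and 100% = reference agonist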
Target sequence (P35869 whole entry, looked up): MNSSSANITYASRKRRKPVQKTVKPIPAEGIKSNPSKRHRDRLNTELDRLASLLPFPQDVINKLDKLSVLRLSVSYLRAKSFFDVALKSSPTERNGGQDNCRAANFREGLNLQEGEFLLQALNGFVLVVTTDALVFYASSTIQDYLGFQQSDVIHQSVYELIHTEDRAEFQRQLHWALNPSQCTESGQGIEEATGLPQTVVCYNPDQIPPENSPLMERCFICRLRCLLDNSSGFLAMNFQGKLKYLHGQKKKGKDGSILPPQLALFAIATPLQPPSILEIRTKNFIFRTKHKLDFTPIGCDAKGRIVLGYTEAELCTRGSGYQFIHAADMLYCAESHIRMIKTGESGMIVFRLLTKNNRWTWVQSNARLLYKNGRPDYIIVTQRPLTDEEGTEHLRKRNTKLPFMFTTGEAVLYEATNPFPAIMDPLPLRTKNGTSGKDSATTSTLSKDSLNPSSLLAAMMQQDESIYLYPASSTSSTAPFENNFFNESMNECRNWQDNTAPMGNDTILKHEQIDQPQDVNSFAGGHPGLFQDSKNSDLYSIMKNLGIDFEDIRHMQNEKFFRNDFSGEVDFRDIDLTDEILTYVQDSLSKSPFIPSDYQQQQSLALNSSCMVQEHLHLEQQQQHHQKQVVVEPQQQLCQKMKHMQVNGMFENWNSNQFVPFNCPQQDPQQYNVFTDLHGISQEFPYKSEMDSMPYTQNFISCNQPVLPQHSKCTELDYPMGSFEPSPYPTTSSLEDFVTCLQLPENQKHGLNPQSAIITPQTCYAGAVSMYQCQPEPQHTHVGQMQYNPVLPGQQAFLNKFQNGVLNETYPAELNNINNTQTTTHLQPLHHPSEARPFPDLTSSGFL
Starred values were filed as active, the others as inactive; ? = inconclusive; / = no result given.

SMILES	ZTA counter	proCasp7 act	MEP2-GFP yeast	RPL19A-GFP yeast	EBNA-1 inh	LAP4-GFP MLPCN	proCasp3 act	AHR activator
CCOc1ccc(OCc2ccc(C(=O)N/N=C(\C)c3ccccn3)cc2)cc1	-3	-5	110	91	-4	138	10	14
Cc1ccc(C2=C(O)c3ccccc3C(=O)C2=O)cc1	-7	3	92	109	10	89	-13	5
CCOc1ccc(NC(=O)COC(=O)c2ncc(Cl)c(Cl)c2Cl)cc1	6	-2	102	103	-13	94	-3	9
CCn1c(CNc2ccc(Cl)cc2)nnc1SCC(=O)OC1CCCCC1	-9	-12	90	97	-5	89	-4	25
CCOC(=O)N1CCN(C(=O)c2cn(C)c3ccc(S(=O)(=O)N(C)C4CCCCC4)cc3c2=O)CC1	2	1	101	101	5	92	0	0
C=CCSc1ncccc1C(=O)NCCc1ccccc1	7	0	111	100	1	110	2	11
O=C(NN1C(=O)c2ccccc2C1=O)c1ccc2c(c1)C(=O)N(CC1CCCO1)C2=O (stereo not given)	-17	-5	101	101	-8	101	9	2
CNC(=S)N1CCC(NC(=O)c2ccco2)CC1	-17	9	97	100	-6	93	6	0
CCCC(=O)Nc1ccc(Nc2ccccc2)cc1	16	4	94	96	1	94	0	3
Cc1ccc(C(=O)CCC(=O)OCC(=O)Nc2ccc3[nH]c(=O)[nH]c3c2)cc1	-7	-8	98	102	-6	105	-5	2
O=C(COC(=O)c1ccccc1[N+](=O)[O-])Nc1cccnc1Cl	-6	3	110	104	-5	110	-1	2
CS(=O)(=O)/C(C#N)=C\c1cnc(S(=O)(=O)c2ccccc2)s1	2	-37	103	101	2	126	-33	4
COC(=O)C1=C2c3[nH]c4ccccc4c3CCN2C(=O)CC1	7	-6	100	93	0	103	2	54*
Clc1ccc(-c2cn3cc(Cl)ccc3n2)cc1	-9	4	102	100	-12	96	8	87*
COc1cc(C(C(=O)NC2CCCC2)N(C(=O)c2snc(C(N)=O)c2N)C2CCCC2)cc(OC)c1OC (stereo not given)	-1	11	104	96	11	91	5	1
COc1ccc(-c2cc(C(=O)Nc3ccc(S(=O)(=O)Nc4ncccn4)cc3)c3ccccc3n2)cc1	1	7	94	96	4	102	8	1
CN(CCCNC(=O)C1CCC(=O)N1Cc1ccccc1Cl)c1ccccc1 (stereo not given)	5	-2	101	96	2	98	1	-3
CCCc1cc(=O)[nH]c(SCC(=O)c2c[nH]c3ccccc23)n1	-3	9	98	98	1	101	2	24
C=C(C)CN(CC)C(=O)CSc1nc(O)cc(=O)n1C1CCCC1	7	3	106	99	-1	90	-1	0
CCn1c(C(=O)NC(C)c2ccc3c(c2)OCCO3)cc2sccc21 (stereo not given)	12	14	98	102	5	105	1	3
CC(=O)c1cccc(NC(=O)CNC(=O)Cc2cccc3ccccc23)c1	/	-2	104	101	/	86	13	11
COc1ccc(OC)c(Cc2nnc(CCC(=O)N3CCN(C4CCCC4)CC3)o2)c1	11	16	101	104	-9	94	-5	4
Cc1cccc(CN2C(=O)c3ccccc3S(=O)(=O)c3ccc(C(=O)NCCCN4CCCC4)cc32)c1	-6	-1	102	99	-1	90	5	0
CC1=C(C(=O)OC(C)C)C(c2ccccc2)NC(=S)N1C (stereo not given)	-6	9	107	109	-11	104	-1	0
O=C(O)c1cc(-c2ccco2)nn1-c1cccc(Cl)c1	10	-38	97	92	7	99	-21	0
Cc1ccc(S(C)(=O)=NC(=O)NC(=O)c2c(Cl)cccc2Cl)cc1 (stereo not given)	-5	12	89	91	3	101	2	2
Cc1ccc([N+](=O)[O-])cc1S(=O)(=O)NCc1cccnc1	7	8	87	103	2	89	-12	-2
CCOC(=O)c1c(C)nc(C)c(C(=O)OCC)c1-c1ccc(Br)cc1	-1	-5	111	102	4	95	2	5
O=C(Nc1ccccc1F)Nc1ccccc1N1CCCCC1	-18	3	97	93	-9	117	-8	16
Cc1ccc(S(=O)(=O)c2c(C)nn(C(C)(C)C)c2OC(=O)c2ccc(Br)o2)cc1	-2	12	95	101	-4	100	8	9
CCCn1nc(CC(=O)OCC)c2ccccc2c1=O	-25	-2	90	93	0	89	4	0
CCC1(CC)Cc2ccccc2-c2nc(-c3ccccc3)oc(=O)c21	-5	2	106	106	2	103	4	-3
CCCCN(CCCC)c1cc(C)nc(-c2ccccc2O)n1	7	7	103	100	-7	98	-2	9
C=CCOc1ccc(CNc2ccc3[nH]c(=O)[nH]c3c2)cc1	2	-15	109	79	-3	99	-9	5
CC(=O)c1sc(NC(=O)c2ccc(COc3ccccc3Cl)o2)nc1C	-5	6	107	103	-1	102	2	1
O=C(NCC1CCCO1)c1ccc(N2CCCCC2)nc1 (stereo not given)	4	-7	100	96	9	99	3	0
O=C(NC(=S)NNC(=O)c1cnccn1)c1ccc(F)cc1	1	-12	109	102	-4	232*	-3	-2
O=C(Nc1cccc(NC(=O)c2c(F)cccc2F)n1)c1c(F)cccc1F	8	0	111	102	-20	90	5	5
CCc1ccc(N(CC)c2ncnc3nc[nH]c23)cc1	-5	2	97	103	1	94	-1	12
COc1ccc(Cc2nnc(SCC(=O)N3CCc4ccccc4C3)o2)cc1	3	1	95	94	-4	95	-4	0

7 of the entries above in order of their number in proCasp3 act, falling.
compound,MEP2-GFP yeast,RPL19A-GFP yeast,EBNA-1 inh,LAP4-GFP MLPCN,proCasp3 act,AHR activator
Clc1ccc(-c2cn3cc(Cl)ccc3n2)cc1,102,100,-12,96,8,87*
Cc1cccc(CN2C(=O)c3ccccc3S(=O)(=O)c3ccc(C(=O)NCCCN4CCCC4)cc32)c1,102,99,-1,90,5,0
CCC1(CC)Cc2ccccc2-c2nc(-c3ccccc3)oc(=O)c21,106,106,2,103,4,-3
CC(=O)c1sc(NC(=O)c2ccc(COc3ccccc3Cl)o2)nc1C,107,103,-1,102,2,1
CCc1ccc(N(CC)c2ncnc3nc[nH]c23)cc1,97,103,1,94,-1,12
O=C(NC(=S)NNC(=O)c1cnccn1)c1ccc(F)cc1,109,102,-4,232*,-3,-2
Cc1ccc(C2=C(O)c3ccccc3C(=O)C2=O)cc1,92,109,10,89,-13,5

The list goes on:
SMILES	ZTA counter	proCasp7 act	MEP2-GFP yeast	RPL19A-GFP yeast	EBNA-1 inh	LAP4-GFP MLPCN	proCasp3 act	AHR activator
CC1(C)C=C(c2ccc(C=O)s2)CC(C)(C)N1C=O	-20	-1	103	102	14	104	4	3
O=C1C(=O)c2ccccc2C(O)=C1CCCCl	-5	-4	92	110	2	111	-7	1
NC(=O)C1CCCN(C(=O)NC2CCCCC2)C1 (stereo not given)	-10	0	99	98	-6	92	7	-5
Cc1ccc(NC(=O)/C(C#N)=C/c2ccccc2C(F)(F)F)cc1	-2	12	106	107	8	86	0	8
COc1cccc(Nc2nc(C)cc(C)c2C#N)c1	13	16	83	96	-6	100	5	79*
CC(C)OC(=O)/C(=C/c1cccnc1)NC(=O)c1ccccc1	-8	5	102	94	-5	101	-1	1
CCSc1nccc(-c2nn(-c3ccc(C)cc3)ccc2=O)n1	2	1	97	97	2	94	9	21
COc1ccc(CC2(CO)CCN(Cc3cnn(-c4ccc(F)cc4)c3)CC2)cc1	-7	3	108	94	-6	113	-6	5
C[C@H](CO)N1C[C@H](C)[C@@H](CN(C)Cc2ccc(C(=O)O)cc2)Oc2c(NC(=O)C3CC3)cccc2C1=O	/	21	85	92	/	89	2	1
Cc1ccc(Cl)c2sc(N3CCN(C(=O)c4ccco4)CC3)nc12	2	-8	104	89	1	111	4	6

Structures from the list above that contain a thiophene ring, fused or not (2):
SMILES	ZTA counter	proCasp7 act	MEP2-GFP yeast	RPL19A-GFP yeast	EBNA-1 inh	LAP4-GFP MLPCN	proCasp3 act	AHR activator
CCn1c(C(=O)NC(C)c2ccc3c(c2)OCCO3)cc2sccc21 (stereo not given)	12	14	98	102	5	105	1	3
CC1(C)C=C(c2ccc(C=O)s2)CC(C)(C)N1C=O	-20	-1	103	102	14	104	4	3

Going on with the list.
SMILES	ZTA counter	proCasp7 act	MEP2-GFP yeast	RPL19A-GFP yeast	EBNA-1 inh	LAP4-GFP MLPCN	proCasp3 act	AHR activator
CC(C)Oc1ccc(S(=O)(=O)N2CCOCC2)cc1NC(=O)C1CSC2(C)CCC(=O)N12 (stereo not given)	-13	4	105	100	1	106	4	2
CN(c1cccc(NS(=O)(=O)c2ccccc2)c1)S(C)(=O)=O	1	0	97	98	-4	107	7	2
O=C(NNc1nc2c(F)cccc2s1)C1COc2ccccc2O1 (stereo not given)	15	7	102	103	5	95	5	19
O=C(CCS(=O)(=O)c1cccs1)Nc1ccc(C(=O)NC2CCN(Cc3ccccc3)CC2)cc1	-15	-6	97	96	-1	104	7	1
CC1=NNC(=O)C1CC(=O)N/N=C/C=C/c1ccccc1 (stereo not given)	-15	-5	102	100	-1	109	1	16
Cc1ncc(CN2CCN(C(C)C)C(CCO)C2)s1 (stereo not given)	-1	-5	99	95	-12	91	11	7
CCN(CC)S(=O)(=O)c1cccc(C(=O)NCC2CCCCC2)c1	-2	-1	108	104	-7	99	0	5
O=C(OCC(=O)N1CCN(c2ccccc2)CC1)c1ccc(O)cc1O	6	-12	106	104	4	104	-6	-1
COCCN(C(=O)c1csnn1)C(C(=O)NC1CCCC1)c1ccccc1 (stereo not given)	2	-11	102	95	-4	91	-6	3
CC1(C)Cc2c(sc3ncn(N)c(=N)c23)CO1	0	-12	115	99	-6	105	-23	8
COc1ccc(-c2csc(NC(=O)Cc3ccccc3F)n2)cc1OC	5	7	94	96	-18	93	-4	-3
CC(C)NC(=O)c1ccc2c(c1)S(=O)(=O)c1ccccc1C2=O	14	-1	125	105	-12	114	0	1
CCOC(=O)CS(=O)(=O)c1ccc2ccccc2c1	8	-2	109	104	7	101	0	3
Cn1c(=O)n(C)c2cc(NC(=O)c3ccc(F)cc3)ccc21	-4	4	107	101	1	94	4	12
O=C(CCNS(=O)(=O)c1ccc(Br)cc1)NCc1ccc(F)cc1	-5	14	98	97	-4	86	0	0
CC(C)CCNC(=O)NC(=O)COC(=O)/C=C/c1cccc([N+](=O)[O-])c1	-17	7	102	101	0	105	-1	-1
CCc1ccc(N=c2c([N+](=O)[O-])nn(-c3ccccc3)n2O)cc1	-9	-4	107	99	10	139	-5	31
C#CCOCCOCCOCCNc1nc(N2CCN(C(=O)CCCCCCCCCCNC(=O)[C@@H](CCC(=O)O)n3cc(CCCCCN)nn3)CC2)nc(N2CCN(C(=O)CCCCCCCCCCNC(=O)[C@@H](CCC(=O)O)n3cc(CCCCCN)nn3)CC2)n1	20	-2	88	78	6	116	-2	-1
O=C(NC12CC3CC(CC(C3)C1)C2)N1CCN(C(=O)c2ccco2)CC1	-12	-3	105	103	3	96	5	0
CCc1ccc(NC(=O)c2ccc3c(c2)C(=O)N(CCOC)C3Nc2ccc(CC)cc2)cc1 (stereo not given)	-4	-4	108	98	9	106	-6	5
CCOc1ccc(NC(=O)CN(C)C(=O)C2CC(=O)N(c3ccc4c(c3)OCCO4)C2)cc1OCC (stereo not given)	8	-1	96	93	2	96	6	-1
Cc1c(Cl)cccc1NC(=S)N1CCN(c2ccccn2)CC1	-7	-2	87	107	-17	86	-8	2
NCCCNCCCCNCCCN	/	4	95	101	/	93	1	4
O=C(O)CCc1ccc(-c2ccc(F)cc2)n1CC(=O)O	3	-8	104	100	-4	95	-10	5
Cc1ccc(Oc2ccc(S(=O)(=O)NCC(C)(C)N3CCOCC3)cc2)cc1	-4	2	93	94	9	99	6	0
Cc1cc(OCC(=O)N2CCOCC2)c(C(C)C)cc1Cl	-1	-13	101	101	-8	93	0	0
Cc1ccc(NC(=O)CN2C(=O)NC(C)(CC(C)C)C2=O)c(Br)c1 (stereo not given)	/	6	113	102	/	90	5	0
CN(C(=O)CSc1ccc(S(=O)(=O)N2CCCCC2)cn1)c1ccccc1	-2	-6	?	?	/	?	4	0

Assay outcomes: PubChem, several laboratories
